# Platelet DG rel = inhibitors of platelet dense granule secretion, primary screen, cell-based, MLPCN, human platelets; inhibition, %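 (compounds screened at 7.5 µM in platelet-rich plasma)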; human platelet-rich plasma, SFLLRN dense granule ATP release, luminescence; 300,000 compounds, 0.22% hits;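 active means mean replicate score, as percent of positive control, at or above 50; inconclusive means mean below 50 but at least one replicate at or above 50; inactive means mean and every replicate below 50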
# KLF5 inh = KLF5 expression inhibitors, primary screen, DLD-1 cells, luminescence; DLD-1 KLF5 promoter-luciferase reporter; inhibition, % at 5 µM; 290,000 compounds, 0.23% hits;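 active means inhibition above a per-plate limit of that plate's mean compound inhibition plus 3 SD, cut at about 60% in these data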;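 further: 0% = DMSO wells and 100% = LY294002 at 200 µM; higher means less KLF5 promoter-driven luciferase light; inactives centre near -14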
# aSyn UTR inh = MLPCN primary screen, SNCA 5' untranslated region; alpha-synuclein 5'UTR reporter, inhibitor activity; inhibition, % (tested at 7.5 µM); 300,000 compounds, 0.82% hits; AID 1813, 2009; in the data active means inhibition above about 60%; inconclusive means no clear call, values can overlap the other calls;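 further: H4 neuroglioblastoma cells stably carrying SNCA 5'UTR luciferase fusion; 0% = DMSO wells and 100% = positive control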
# SKKanGAS inh = S. pyogenes SKKanGAS growth inhibitors in kanamycin, primary screen, streptokinase expression inhibitor project, SKKanGAS strain, BacTiter-Glo luminescence. 6 h. inhibition, % at 7.5 µM. 300,000 compounds, 1.3% hits. AID 1662, 2009;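 active means mean replicate score, as percent of positive control median, at least 50; inconclusive means mean below 50 but one replicate at or above 50; inactive means mean and every replicate below 50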;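 further: strain carries kanamycin resistance gene driven by streptokinase promoter and grows in 40 µg/ml kanamycin; loss of luminescence reflects streptokinase promoter inhibition or plain growth inhibition; 0% = median of DMSO wells and 100% = positive control at its reference dose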
# HSF-1 act = HSF-1 activators, primary screen, NIH3T3-HGL cells, MG132 stress, luminescence, single point. NIH3T3-HGL HSF-1 luciferase reporter, 8 h; 100% = twice DMSO control signal. activation, % at 9 µM. 300,000 compounds, 1.7% hits;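 active means mean replicate activation of at least 50% with a set share of replicates each reaching 50%; inconclusive means only one of those two conditions met; inactive means mean below 50% and too few replicates reaching it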;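 further: 0% = median of the neutral control wells and 100% = twice that signal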
# HIF activator = HIF pathway transcriptional activators, primary screen, cell-based, U2OS HRE-luciferase, luminescence; U2OS HRE-luciferase reporter; normalized: DMSO 0%, desferrioxamine 100%; activation, % at 7.5 µM (by protocol); 300,000 compounds, 0.32% hits;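 active means mean activation of at least 10% of the iron chelator positive control signal, with at least half of replicates also reaching 10%; inconclusive means mean and replicate majority disagree about reaching 10%; inactive means mean and most replicates under 10%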
# HSF1 inh = HSF1 inhibitors in luciferase reporter cells, primary screen, cell-based, NIH3T3, luminescence | NIH3T3-HGL HSE-luciferase, MG132-induced, luminescence 8 h; stronger effect = lower value | activity change, negative = inhibition, % at 7.5 µM (by protocol) | 300,000 compounds, 0.77% hits;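 active means more than half of replicate wells show activity change below -50%, luminescence cut by over half; inconclusive means some wells, but at most half, below -50%; inactive means no replicate well below -50%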;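 further: luciferase reports HSF-1 transcriptional activity via heat shock element; 0% = median of DMSO wells and -100% = zero luminescence signal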
# AI-2 QS mod = Vibrio harveyi AI-2 quorum sensing modulators, primary screen, JMH597 strain, luminescence/OD600 ratio. Vibrio harveyi JMH597 AI-2 luminescence/OD600 ratio, 9 h; stronger effect = lower value; strain lacks LuxN and CqsS sensors; 0 = neutral-control median. 300,000 compounds, 0.4% hits. activity change, % at 7.5 µM. AID 2094, 2009; in the data active means activity change below about -75%, passing the limit was not always enough; inconclusive means no clear call, values can overlap the other calls;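 further: luminescence divided by OD600 gain over 9 h not by final OD600 alone; inactives centre near 13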
# HSP90 refold inh = HSP90 inhibitors, primary screen, cell lysate, luminescence | Heat shock protein HSP 90 (rabbit reticulocyte lysate; luciferase refolding) | Rabbit reticulocyte lysate, luciferase refolding luminescence, 3 h | inhibition, % at 5.6 µM | 290,000 compounds, 0.91% hits | AID 1789, 2009;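 active means inhibition above the screen-wide mean plus 3 SD, computed separately per campaign, cut at about 16% in these data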;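 further: 0% = DMSO wells and 100% = 60 µM geldanamycin wells; inhibitors lower the luminescence because luciferase stays unfolded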
# IEC-6 tox = cytotoxicity in IEC-6 intestinal epithelial cells, primary screen, cytotoxicity control for KLF5 inhibitor project, cell-based, luminescence; IEC-6 cytotoxicity, luminescence viability; inhibition, % at 5 µM; 290,000 compounds, 0.78% hits; in the data active means inhibition above about 22%;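 further: 0% = plate median of test compound wells and 100% = cytotoxic reference compound wells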
# Active calls of the source: *; ? = inconclusive; · = not tested or not shown.
SMILES,Platelet DG rel,KLF5 inh,aSyn UTR inh,SKKanGAS inh,HSF-1 act,HIF activator,HSF1 inh,AI-2 QS mod,HSP90 refold inh,IEC-6 tox
CC(=O)N(C)c1ccc(NC(=O)c2cnn(C)c2)cc1,5,-43,-1,1,6,-0.2,-8,3,1,-2
O=C(CN1C(=O)c2ccc([N+](=O)[O-])cc2C1=O)NCC1CCCO1 (stereo not given),20,·,-1,1,-1,-0.2,-8,26,·,·
C/C(CC(=O)Nc1cc(C)ccn1)=N\NC(=O)c1ccncc1,-15,-11,16,1,-2,0.5,0,-1,-1,4
COc1cccc(C2=CC(c3cccc(OC)c3OC(F)F)n3nnnc3N2)c1 (stereo not given),-22,-26,-30,13,-9,0.0,-1,15,-1,-5
Cc1ccc(C(C(=O)NCc2ccccc2)N(Cc2ccco2)C(=O)c2snc(C(N)=O)c2N)o1 (stereo not given),-3,-8,4,6,-1,-0.3,-13,3,3,-4
Cc1ccc(S(=O)(=O)N(C)CC(=O)Nc2ccccc2)cc1,-1,7,23,1,-7,-0.1,-2,12,4,0
COc1ccc(OC)c(NC(=O)C(Sc2ccccc2)c2ccccc2)c1 (stereo not given),1,2,21,25,17,-0.8,4,8,5,1
Cc1cc2c3c(c1)C(C)CC(C)(C)N3C(=O)C2=O (stereo not given),-3,15,29,16,20,-0.9,1,35,3,4
CCn1c(C(C)NC(=O)Cc2ccccc2)nc2ccccc21 (stereo not given),0,-24,-17,-2,-26,-1.0,-1,6,-4,-6
Cc1ccc(NCc2nnc(SCC(=O)N3c4ccccc4Sc4ccccc43)o2)c(C)c1,1,-6,16,16,10,-0.5,9,13,1,4
COc1cccc(NC(=O)C(Sc2nnc3ccccn23)c2ccccc2)c1 (stereo not given),13,-3,19,1,-2,-0.1,-5,15,-1,2
Cc1nn(C(C)CC(=O)O)c(C)c1Br (stereo not given),3,-11,17,-2,10,-0.5,0,7,0,-3
CCOC(=O)c1c(C)n(C)c2cc(OCCN(CC)CC)ccc12,1,-25,-19,0,15,-0.4,0,5,-2,-4
CCN(CC(=O)Nc1ccc2c(c1)OCCO2)S(=O)(=O)c1ccccc1,5,-38,-27,-5,-23,0.2,-11,9,-1,-6
Cc1ccc(NC(=O)COC(=O)c2ccc(OCc3c(C)noc3C)cc2)cc1S(=O)(=O)N1CCOCC1,2,1,9,1,37,0.5,19,12,0,-5
CCC(C)c1ccc(NC(=O)c2cccs2)cc1 (stereo not given),6,-70,-71,4,?,7.6,17,-4,17*,11
O=C(CCCl)N(Cc1nc2ccccc2c(=O)[nH]1)Cc1cccs1,-7,-6,-12,-4,19,-0.1,8,12,3,-5
CC1=CCP(=O)(c2ccccc2)C1 (stereo not given),4,-10,-12,-2,-14,-0.3,-2,12,1,-2
O=c1[nH]c2ccc(Br)cc2c(-c2ccccc2)c1CN1CCOCC1,-2,-41,4,7,1,-0.2,-2,59,1,4
Cc1ccccc1C(=O)c1cccn1CC(=O)N1CCCCC1,-1,-11,28,-2,8,0.2,1,4,-5,4
O=C(O)CCn1cc(/C=C2\NC(=S)N(c3ccccc3)C2=O)c(-c2ccc(Br)cc2)n1,8,-10,-14,40,-55,0.3,-45,17,-1,-8
COc1cc(C(=S)N2CCCC2)ccc1OS(=O)(=O)c1ccc(NC(C)=O)cc1,-7,14,-64,-6,-9,-0.4,0,15,1,4
COC(=O)c1ccc(NC(=O)Cn2nc(C(=O)Nc3ccc(C)cc3)ccc2=O)cc1,2,-11,3,2,-3,0.2,-3,29,2,1
COc1ccc(CN2CC(C(=O)NCCC(C)C)CC2=O)cc1 (stereo not given),9,1,-4,3,-9,-0.4,-2,11,6,-2
Cc1nc(S(=O)(=O)Cc2ccccc2Cl)nc2c1CCC2,1,-12,2,4,-7,0.4,-5,34,1,-3
CCS(=O)(=O)c1nc2ccccc2n1Cc1ccccc1Cl,4,-7,-4,-2,20,-0.5,6,13,5,8
COc1ccc(CCNS(=O)(=O)c2cccc([N+](=O)[O-])c2)cc1OC,7,-34,17,3,3,0.4,2,16,2,-3
CCc1cc2c(=O)[nH]c(N3CCCC3)nc2s1,3,-31,-25,-2,2,2.2,13,9,-2,-3
O=C(c1cccs1)N(CCN1CCCCC1)CC1CCCN(C2CCCC2)C1 (stereo not given),-2,-67,-113,-4,7,4.2,7,3,-4,0
CC1(C(=O)NNC(=O)c2ccc([N+](=O)[O-])cc2)CC1(Br)Br (stereo not given),-2,-30,1,0,-19,-0.3,-4,18,-3,1
O=C(NC(=S)Nc1cccc2cccnc12)c1ccccc1,0,-14,-43,10,31,0.3,14,-6,3,-2
Cc1ccc2c(c1)N(Cc1cccc(Cl)c1)C(=O)c1cccnc1O2,11,15,1,15,26,-0.3,9,10,0,2
NS(=O)(=O)c1ccc(CCNC(=O)c2ccncc2)cc1,-20,-2,-20,10,-1,0.1,-3,-4,2,-5
Cc1oc(-c2ccc(Cl)cc2)nc1CS(=O)CC(=O)NCCCN1CCN(Cc2ccccc2)CC1 (stereo not given),7,-14,23,2,1,0.3,-1,14,4,11
CC1=NOC(=O)/C1=C/c1ccc2c(c1)OCO2,5,-20,-14,-4,-18,-0.6,-1,11,-1,-3
O=C(CCC(=O)N1CCSc2ccccc21)NCc1cccc(Cl)c1,-2,8,7,1,18,-0.1,5,1,-1,3
O=C(NC1CCCCC1)C1CCN(c2nnnn2-c2ccccc2)CC1,-5,-13,23,0,-8,-0.2,-7,19,5,-2
CCc1cccc(C)c1NC(=S)N1CCCC1C(=O)O (stereo not given),-3,-25,15,9,-5,0.1,-2,13,5,2
COC(=O)c1c(NC(=O)C2CC=CCC2C(=O)O)sc2c1CCCCC2 (stereo not given),-6,-27,11,-1,?,-0.3,23,-12,-1,-4
CCc1cc2cc(C)ccc2nc1SCC(=O)NNC(=O)c1ccco1,3,5,5,-4,-17,-0.6,-4,2,4,5
CCOC(=O)c1c(C)[nH]c(C(=O)Cn2nnc(-c3ccccc3)n2)c1C,0,-18,14,14,-13,0.4,-7,22,-4,0
CCN(CC)CCNC1=NCCn2c1cc1cc(OC)ccc12,1,-39,-39,-5,-5,0.2,-3,26,6,2
COc1cc(NC(=O)c2ccccc2OCc2ccccc2)cc(OC)c1OC,4,-7,3,14,-27,2.1,-11,4,5,5
OC(COc1ccc(Cl)cc1)CN1C2=NCCCN2c2ccccc21 (stereo not given),0,-27,31,-2,-25,-1.1,-12,9,0,4
Cc1ccc(-n2nc3c(c2NC(=O)/C=C\c2ccc4c(c2)OCO4)CSC3)cc1,-7,1,27,5,5,-0.3,4,9,2,-5
Cc1ccc(S(=O)(=O)N2CCOCC2)cc1C(=O)OCC(=O)N1CCc2ccccc2C1,3,19,3,9,8,-0.4,6,14,1,1
CCn1cc(C(=O)NCCCO)c(=O)c2cc(F)c(N3CCN(C)CC3)cc21,-1,-40,-8,2,11,0.2,-7,4,0,3
COc1ccc2[nH]cc(C(O)CN3CCN(c4ccccc4F)CC3)c2c1 (stereo not given),-3,-24,-9,0,23,-0.4,2,13,4,9
COc1ccc(CNC(=O)CCS(=O)(=O)c2ccc3c(c2)NC(=O)C(C)S3)cc1 (stereo not given),-4,-27,-9,-4,7,-0.2,-5,·,-3,-6
Cc1cc(C)c(S(=O)(=O)c2cc(F)ccc2C)c(Cl)n1,·,-17,21,7,-4,0.5,-6,-4,6,7
COP1(=O)C=C[C@H](N(Cc2ccccc2)S(=O)(=O)c2ccccc2[N+](=O)[O-])[C@@H](C)O1 (stereo not given in full),-2,·,-14,-2,-3,-0.2,-4,2,·,·
COc1ccc(-c2nnc(SCC(=O)NCc3cccs3)n2C)cc1,-3,-35,6,-2,-33,0.0,-14,17,-2,-4
CCCCNC(=O)c1ccc2c(c1)ncn2C1CCCC1,-1,-2,-34,-8,12,0.1,6,12,3,4
Cc1c(-n2c(SCC(=O)NC(C)C)nc3ccccc3c2=O)c(=O)n(-c2ccccc2)n1C,-2,5,3,-1,-5,-1.1,1,-4,-2,-1
O=C(NC1=NCCS1)c1ccncc1,-1,9,11,-2,2,0.2,-9,29,2,2
O=C(O)c1ccc2cccnc2c1O,15,-24,12,-10,46,0.2,19,21,2,-10
CCCCOC(=O)Cn1c(=N)n(CCN2CCOCC2)c2ccccc21,-1,-32,-1,-9,15,-0.2,4,18,1,-1
O=C(CSc1nnc(-c2cccs2)n1-c1ccccc1)c1ccc2c(c1)OCCO2,8,·,-19,7,-11,0.6,2,2,·,·
O=C(Nc1nc2ccccc2s1)c1ccc(F)cc1,7,-243,-89,10,50,0.3,29,4,14,-2
COc1cccc(N2CCN(C(=O)CNC(=O)c3sc4ccccc4c3Cl)CC2)c1,-2,-12,-2,18,14,-0.8,8,6,1,2
# Remaining list, next part:
SMILES,Platelet DG rel,KLF5 inh,aSyn UTR inh,SKKanGAS inh,HSF-1 act,HIF activator,HSF1 inh,AI-2 QS mod,HSP90 refold inh,IEC-6 tox
O=C(CSc1cn(CCNC(=O)c2ccccc2)c2ccccc12)NCC1CCCO1 (stereo not given),4,-4,-6,-1,-1,2.1,-3,42,2,-3
Cc1cccc(CS(=O)(=O)c2ncc(Cl)c(C(=O)Nc3c(C)cccc3C)n2)c1,4,-12,35,-21,482*,0.5,430,-2,4,35*
CCN(CC(=O)Nc1ccc([N+](=O)[O-])cc1OC)CC(=O)NC(C)(C)C,7,16,-16,-7,20,-0.4,2,-7,5,-7
CCOc1ccc(-n2c(-c3ccc(Cl)cc3)c[n+]3c2SCC3)cc1,4,19,-25,-3,-19,-0.5,0,20,0,2
CCOc1ccc(CCNC(=O)C2CC(=O)N(Cc3ccc(C)cc3)C2)cc1OCC (stereo not given),-2,·,5,-3,8,0.1,-4,8,·,·
CCOC(=O)c1c(-c2ccccc2)csc1/N=C/C1C(=O)CCCC1=O,1,-12,-6,4,10,·,-4,9,-3,-4
C[n+]1ccccc1C1CCCC/C1=N\NC(N)=S (stereo not given),-9,-31,-3,0,3,-0.1,-2,24,0,-4
CC1CCN(c2ccc(NC(=S)NC(=O)c3ccc(-c4cccc([N+](=O)[O-])c4)o3)cc2)CC1,3,-26,-48,11,21,-0.2,8,8,0,-3
O=C(CCC(=O)Nc1nnc(C2CCCCC2)s1)Nc1ccc(F)cc1,-2,-24,-30,3,5,0.4,7,4,1,2

# From PubChem
